Nrf2 ARE act: activates Nrf2 signaling; actives 0.31% (n = 410,000); AREc32 ARE-luciferase reporter (MCF7-derived line), luminescence, 24 h; Potency, µM (top dose mostly 46.1 µM), inactives show top-dose activation, most hits filed as activators; further: potency means the concentration at half of the fitted maximal effect; % of control where 0% means no effect; nearly all actives have a fitted effect of over 65% in size
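For detection, Steady-Glo was added and plates sat 30 min at RT; before that, AREc32_Fluc cells grown overnight in OPTI-MEM/5% FBS had been treated with 23 nL compound for 24 hr at 37 deg C.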
Mm-Cpn inhibitor: M. maripaludis TRiC chaperonin inhibition | purified Mm-Cpn ATPase, ADP Transcreener TR-FRET | Potency, µM (highest dose often 76.9 µM), for inactives: top-dose activity, negative = inhibition, actives largely listed as inhibitors | actives 0.031% (n = 330,000); further: potency means the concentration at half of the fitted maximal effect; on the % scale 0 is the no-effect control and ±100 the full control effect; nearly all actives have a fitted effect of over 80% in size
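TR-FRET (320 nm excitation; 590 and 665 nm emission) reports ADP made from 10 uM ATP by 25 nM enzyme; compounds were preincubated 10 min, reaction run 30 min, both at 37°C.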
CCT chaperon mod: cytosolic chaperonin activity modulation; activity change, % (test concentration not listed), hits read low; actives 0.3% (n = 360,000); AID 651819; purified chaperonin ATPase assay, HTRF ADP detection, 30 min; in the data active means activity change below about -30%; further: on the % scale 0 is the no-effect control and ±100 the full control effect
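ATPase activity: ADP formed was measured by HTRF Transcreener (665/615 nm ratio) after 30 min at 37 deg C with 10 uM ATP. Compounds screened at one 76 uM concentration against 40 or 20 nM TRiC in Tris pH 7.4/KCl/MgCl2/DTT buffer.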
A549 viability: A549 cytotoxicity, counter-screen for Nrf2 inhibitors; A549 ARE-Fluc cells, CellTiter-Fluor viability, 18-24 h; Potency, µM (series often up to 46 µM), for the others: at the highest dose activity change, negative = cytotoxicity, most hits filed as inhibitors; actives 0.16% (n = 390,000); further: potency means the concentration at half of the fitted maximal effect; on the % scale 0 is the no-effect control and ±100 the full control effect
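A549 ARE_Fluc cells in 5% FBS OPTI-MEM were exposed to compounds in concentration-response for 18-24 h at 37 deg C. Viability was read by CellTiter-Fluor fluorescence (Ex 405/Em 525) after 30 min, before the luciferase read.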
Akt phos inh: blocks phosphorylation of Akt; Neuro2A IGF-stimulated pAkt S473 HTRF, 20 min; stronger effect = lower value; activity change, % for hits at 50 µM; actives 0.32% (n = 360,000); AID 651550; in the data active means activity change below about -80%; inconclusive means mostly about -51% to -80%; further: on the % scale 0 is the no-effect control and ±100 the full control effect
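Neuro2A cells in DMEM with 0.5% FBS, overnight at 37 deg C, given compound at single 50 µM final, then IGF (6 nM final) for 20 min at 37 deg C. Lysed; phospho-Akt Ser473 by HTRF after 24 h, 665/615 ratio.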
TGFb inhibitor: blocks TGF-b signaling; HepG2 CAGA-GFP TGF-b/SMAD3 reporter, GFP fluorescence, 18 h; TGF-beta stimulated, 500 pg/mL final; Potency, µM (top dose mostly 46.1 µM), for inactives: top-dose activity, negative = inhibition, usual class: inhibitors; actives 1.2% (n = 410,000); further: potency means the concentration at half of the fitted maximal effect; on the % scale 0 is the no-effect control and ±100 the full control effect; nearly all actives have a fitted effect of over 65% in size
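HEPG2 CAGA-GFP reporter cells (1000/well, DMEM with 1% FBS) received compounds, then recombinant TGF-beta at 500 pg/mL final for 18 hours at 37 degrees C. Per-cell GFP summed per well was normalised to unstimulated and stimulated DMSO controls before curve fitting.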
Nrf2 block: Nrf2 pathway inhibition | A549 ARE-Fluc reporter, luciferase luminescence, 18-24 h | Potency, µM (doses to about 46 µM), inactives show at the highest dose activity change, negative = inhibition, actives largely listed as inhibitors | actives 2.1% (n = 360,000) | AID 504444; further: potency means the concentration at half of the fitted maximal effect; on the % scale 0 is the no-effect control and ±100 the full control effect; nearly all actives have a fitted effect of over 60% in size
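Reporter: ARE-Fluc in A549. Exposure: 18-24 h, 37 °C, 5% CO2, 5% FBS OPTI-MEM. Readouts: fluorescent cytotoxicity (CellTiter-Fluor), then luminescent Nrf2 signal after BugLite.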
EPAC2 ag: activates human EPAC2 exchange factor. AID 720711. Q8WZA2. EPAC2 activation, biochemical qHTS; response scale: 100% = 6.5 mM cAMP response. actives 0.079% (n = 360,000). Potency, µM (titrated, usually from 154 µM), for inactives: at the top dose activation, most hits filed as activators; further: potency means the concentration at half of the fitted maximal effect; nearly all actives have a fitted effect of over 50% in size
Target sequence (Q8WZA2 whole entry, looked up): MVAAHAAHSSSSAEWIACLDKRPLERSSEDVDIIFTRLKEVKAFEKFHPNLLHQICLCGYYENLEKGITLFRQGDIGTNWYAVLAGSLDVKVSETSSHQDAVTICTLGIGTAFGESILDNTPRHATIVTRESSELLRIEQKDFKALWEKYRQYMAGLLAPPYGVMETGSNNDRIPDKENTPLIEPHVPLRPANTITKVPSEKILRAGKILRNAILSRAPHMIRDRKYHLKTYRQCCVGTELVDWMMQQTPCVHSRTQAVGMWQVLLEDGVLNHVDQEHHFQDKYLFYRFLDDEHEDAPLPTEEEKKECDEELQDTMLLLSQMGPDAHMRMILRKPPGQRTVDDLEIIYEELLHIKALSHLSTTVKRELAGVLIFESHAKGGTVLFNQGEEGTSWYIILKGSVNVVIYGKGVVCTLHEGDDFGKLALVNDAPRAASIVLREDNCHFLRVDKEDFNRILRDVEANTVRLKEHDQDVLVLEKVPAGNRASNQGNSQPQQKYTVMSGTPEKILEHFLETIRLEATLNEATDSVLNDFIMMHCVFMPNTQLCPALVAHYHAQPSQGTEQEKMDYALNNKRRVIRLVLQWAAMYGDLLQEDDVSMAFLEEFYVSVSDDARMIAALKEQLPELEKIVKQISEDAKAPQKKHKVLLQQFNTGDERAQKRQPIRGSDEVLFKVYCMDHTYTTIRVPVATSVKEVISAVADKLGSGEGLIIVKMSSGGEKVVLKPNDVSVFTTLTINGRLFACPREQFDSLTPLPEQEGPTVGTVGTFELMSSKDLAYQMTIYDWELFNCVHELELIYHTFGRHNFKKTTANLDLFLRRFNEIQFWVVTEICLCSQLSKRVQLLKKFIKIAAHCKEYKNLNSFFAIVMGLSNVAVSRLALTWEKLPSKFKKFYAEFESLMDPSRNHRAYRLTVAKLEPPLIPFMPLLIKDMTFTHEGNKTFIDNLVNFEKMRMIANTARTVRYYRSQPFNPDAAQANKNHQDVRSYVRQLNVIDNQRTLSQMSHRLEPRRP
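Each well held 100 nM EPAC2, 250 nM RAP1B-BODIPY-GDP and 50 uM GDP. Fluorescence, read at 5-min intervals to 30 min, was referenced to a 6.5 mM cAMP positive control.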
EPAC2 antagonist: antagonists of human EPAC2; Q8WZA2; EPAC2 GEF exchange of Rap1B-BODIPY-GDP, fluorescence; Potency, µM (series often up to 114 µM), without a hit: at the top dose activity, negative = inhibition, usual class: inhibitors; actives 0.18% (n = 360,000); AID 720708; further: potency means the concentration at half of the fitted maximal effect; on the % scale 0 is the no-effect control and ±100 the full control effect; nearly all actives have a fitted effect of over 45% in size; many of its hits are not listed in these tables
* hit, by the source's call; i = inactive; ? = inconclusive; nt = no result given; [ ] = another dose, or the depositor's remark. Unless noted, the call rests on the fitted dose curve; in most records, active means well fitted curve in the direction sought with a large enough effect; inconclusive means small, poorly fitted or top-dose-only effect, or another doubt; inactive means no such curve, though single readings can be large; an effect the other way counts as inactive or inconclusive.

SMILES | Nrf2 ARE act | Mm-Cpn inhibitor | CCT chaperon mod | A549 viability | Akt phos inh | TGFb inhibitor | Nrf2 block | EPAC2 ag | EPAC2 antagonist
CCOc1ccc(C(C)NC(=O)Cc2ccccc2)cc1OCC (configuration not stated) | 0.3% | 2% | -0.2 | -5% | i | -16% | -16% | 1% | -4%
Cc1cc(C)c2c(=O)n(CC(=O)N3CCC(N4CCCCC4)CC3)sc2n1 | 4.0% | 2% | -0.6 | -1% | i | 4% | 6% | 17% | 3%
CCOc1ccc(C(=O)N2CCN(c3ccccn3)CC2)cc1 | 0.2% | -3% | -2.2 | -5% | i | -14% | -18% | -1% | 6%
Cc1sc2nc(CN3CCOCC3)nc(NS(=O)(=O)c3cc(Cl)ccc3Cl)c2c1C | -0.5% | 0% | 1.9 | -5% | i | -16% | -12% | 4% | -10%
CCC1(C)Cc2c(sc3nc4n(c(=O)c23)CCS4)CO1 (configuration not stated) | 0.0% | 0% | -1.2 | -1% | i | 0% | -7% | 5% | 5%
CC1CC1C(=O)OCC(=O)NNC(=O)COc1ccc(Br)cc1 (configuration not stated) | 0.4% | -1% | 4.7 | -3% | i | -5% | ? | 2% | 4%
Cc1cccc(C(C)C)c1NC(=O)COC(=O)CN1C(=O)C2CC=CCC2C1=O (configuration not stated) | -0.3% | 0% | -1.0 | 0% | i | -2% | -4% | -4% | 5%
CC(=O)NCc1ccc(C(=O)CSc2nnc(C3CC3)n2C2CC2)cc1 | -0.7% | -1% | -4.6 | 1% | i | -4% | 6% | 11% | 2%
COc1ccc(NS(=O)(=O)c2ccc3c(c2)C(C(C)C)C(=O)N3)cc1 (configuration not stated) | -0.9% | nt | nt | -1% | nt | 7% | ? | nt | nt
CCCCCCCN(C(=O)CCl)c1cccc(C)c1 | 28% | -2% | -0.7 | 3% | i | ? | 12% | 0% | -19%
CCOC(=O)c1sc(NC(=O)CSc2n[nH]c(C)n2)nc1C | 2.5% | -7% | 0.2 | -4% | i | 0% | -22% | 1% | 1%
O=C(Cc1ccccc1)Nc1ccccc1Oc1ccccc1 | 0.0% | 2% | -2.5 | 15% | i | -3% | -8% | 7% | -18%
O=C(NC1CCCCCCC1)C1c2ccccc2C(=O)N1Cc1cccs1 (configuration not stated) | 0.1% | 2% | 0.3 | 2% | i | -4% | 7% | 5% | -12%
Cc1ccc(NC(=O)CSc2nc3ccc(Nc4nc(N5CCOCC5)nc(N5CCOCC5)n4)cc3s2)cc1 | 1.2% | -1% | -0.4 | ? | i | 17% | ? | -2% | -5%
CCOC(=O)/C(=N/Nc1ccc(Cl)cc1)S(=O)(=O)c1ccccc1 | 3.2% | 0% | 1.7 | ? | i | 0% | ? | 26% | -8%
CCCOc1ccc(CNC(=O)C2CCN(c3nc4ccccc4nc3C(F)(F)F)CC2)cc1 | 0.6% | nt | nt | 14% | nt | ? | 25% | nt | nt
Cc1cccc(-c2ncc(S(=O)(=O)C(C)(C)C)c(N)n2)c1 | 1.8% | -1% | -1.6 | 2% | i | 13% | ? | 2% | 1%
C=CCOC(=O)C1=C(C)NC(C)=C(C(=O)OCC=C)C1c1cccs1 | 4.7% | 0% | -0.8 | -8% | i | ? | 21µM* | -7% | ?
Cc1c(N=Cc2cc3c(cc2Cl)OCO3)c(=O)n(-c2ccccc2)n1C | -0.5% | 2% | -3.1 | -16% | i | 36%[activator] | -17% | 6% | 1%
CC(C)NC(=O)C1(C)CCN1C(=O)C(c1ccccc1)c1ccccc1 (configuration not stated) | -0.9% | nt | -2.5 | nt | i | 0% | nt | 1% | -4%
O=C(Nc1ccc(O)cc1)/C(=C\c1ccncc1)NC(=O)c1ccccc1 | -0.1% | 1% | 0.3 | -2% | i | 4% | 14% | 2% | 11%
CC1(C)CC(CC(=O)NC(=S)Nc2ccc([N+](=O)[O-])cc2)C(=O)O1 (configuration not stated) | -0.2% | 0% | 0.0 | 1% | i | 3% | 4% | -4% | 14%
COc1ccc(C(=O)Nc2ccccc2C(=O)NC(C)C)cc1OC | 0.3% | -1% | 0.7 | -3% | i | 1% | -6% | 4% | -3%
O=c1[nH]c(C2CCN(S(=O)(=O)/C=C/c3ccccc3)CC2)nc2c1nnn2Cc1ccccc1 | 3.8% | 1% | -0.9 | -19% | i | -27% | ? | 9% | -16%
O=C(NCc1ccccn1)c1n[nH]c(=O)c2ccccc12 | 4.2% | -1% | -1.0 | 13% | i | 18% | -2% | 8% | 2%

Arranged by formula weight (falling): some entries from above
SMILES | Nrf2 ARE act | Mm-Cpn inhibitor | CCT chaperon mod | A549 viability | Akt phos inh | TGFb inhibitor | Nrf2 block | EPAC2 ag | EPAC2 antagonist
CC(=O)NCc1ccc(C(=O)CSc2nnc(C3CC3)n2C2CC2)cc1 | -0.7% | -1% | -4.6 | 1% | i | -4% | 6% | 11% | 2%
CC(C)NC(=O)C1(C)CCN1C(=O)C(c1ccccc1)c1ccccc1 (configuration not stated) | -0.9% | nt | -2.5 | nt | i | 0% | nt | 1% | -4%
CCC1(C)Cc2c(sc3nc4n(c(=O)c23)CCS4)CO1 (configuration not stated) | 0.0% | 0% | -1.2 | -1% | i | 0% | -7% | 5% | 5%

Next section:
SMILES | Nrf2 ARE act | Mm-Cpn inhibitor | CCT chaperon mod | A549 viability | Akt phos inh | TGFb inhibitor | Nrf2 block | EPAC2 ag | EPAC2 antagonist
Cn1c(CNC(=O)c2cccs2)nnc1SCC(=O)Nc1ccc(Cl)cc1 | 2.9% | 3% | -3.6 | 0% | i | -13% | 8% | 7% | 0%[57.1 µM]
O=C(CSc1ncccn1)Nc1ncc(C(F)(F)F)cc1Cl | -0.2% | -3% | -1.5 | 0% | i | -1% | 18% | -1% | -4%
Cc1cc(C)c(NC(=O)Cn2cc(S(=O)(=O)Cc3ccccc3F)c3ccccc32)c(C)c1 | 3.4% | nt | nt | 3% | nt | 0% | ? | nt | nt
O=C(CSCc1ccc(Cl)cc1)NN=C1CCCC1 | -0.3% | -1% | 1.3 | -3% | i | -29% | 14% | -1% | 24%
O=C(NCC(c1ccco1)N1CCCCC1)c1ccc(S(=O)(=O)Nc2ccccc2)cc1 (configuration not stated) | 3.7% | -2% | -0.3 | -16% | i | -5% | -28% | -1% | -7%
Cc1ccc(NC(=O)NCCOCCn2c(=O)oc3ccccc32)c(C)c1 | -0.4% | nt | nt | -10% | nt | -21% | ? | nt | nt
CC1(C)CC(=O)C(C=NCCC2=CCCCC2)=C(O)C1 | -0.5% | -1% | 0.0 | 2% | i | -3% | 7% | 3% | 4%
CN(C(=O)COC(=O)c1ccccc1NC(=O)c1ccco1)C1CCS(=O)(=O)C1 (configuration not stated) | 3.5% | -1% | 0.2 | 9% | i | 3% | 9% | 0% | 3%
CCOc1ccc(CNCc2ccc(C(=O)O)cc2)cc1OC | -0.3% | 2% | 0.3 | 1% | i | 4% | -6% | 3% | 8%
O=C(O)CCC(=O)Nc1ccc(S(=O)(=O)N2CCCC2)cc1 | 2.0% | 2% | 1.0 | -7% | i | -8% | -25% | 1% | 6%
O=c1ccc2c(-c3ccccc3S(=O)(=O)O)c3ccc(O)c(O)c3oc-2c1O | -1.2% | ? | -0.1 | 13µM* | i | 0% | -18% | -6% | ?
O=C(NCCc1ccccc1)C1CCC(CNS(=O)(=O)c2ccc(F)cc2)CC1 (configuration not stated) | 2.8% | 0% | -0.7 | 0% | i | 7% | 0% | -6% | 3%
CCOc1ccc(N=C2Sc3nc4ccc(C)cc4cc3CN2CCOC)cc1 | -0.6% | 3% | -1.3 | 7% | i | -14% | -15% | 16% | 7%
Cc1sc2nc(SCC(=O)Nc3ccc(S(N)(=O)=O)cc3)[nH]c(=O)c2c1C | -0.2% | -2% | -1.2 | -17% | i | -3% | -21% | -6% | -7%
CSc1ccc(CCNC(=O)c2ccc(-c3nc(COc4ccc(C)cc4)c(C)o3)cc2)cc1 | 0.6% | nt | nt | 4% | nt | -13% | 17% | nt | nt
COc1ccc(-c2noc(CCC(=O)NC3CCCCCC3)n2)cc1OC | 4.7% | nt | 0.3 | nt | i | -14% | nt | 1% | -4%
Cc1ccc(NC(=O)CSc2nnc3scc(-c4ccc(Cl)cc4)n23)cc1 | 3.8% | nt | nt | -1% | nt | 0% | 11% | nt | nt
COc1ccc(N(CC(=O)N/N=C/c2cccnc2)S(=O)(=O)c2ccccc2)c(OC)c1 | 0.1% | 0% | -1.4 | -12% | i | -32% | -8% | 3% | 8%
CCOC(=O)C1=C(C)N(CC)C(=S)NC1c1ccccc1OC(F)F (configuration not stated) | -0.1% | 5% | 1.6 | 18% | i | -11% | 8% | 2% | -27%
c1coc(CN2CNc3nc4ccccc4n3C2)c1 | -0.9% | -1% | 1.2 | 3% | i | -2% | 9% | 7% | -5%
Cc1cc(C(=O)NC2CCCC2)c2ccccc2n1 | -0.5% | 2% | -1.7 | 14% | i | 15% | 7% | 8% | -5%
CCCOC(=O)c1ccc(NC(=O)C2C3CCC(C3)C2C(=O)O)cc1 (configuration not stated) | 2.8% | -1% | -1.5 | 6% | i | 2% | 8% | -3% | -1%

4 of the compounds above, with two lines to a compound:
Second line of a record: Nrf2 ARE act	Mm-Cpn inhibitor	CCT chaperon mod	A549 viability	Akt phos inh	TGFb inhibitor	Nrf2 block	EPAC2 ag	EPAC2 antagonist
CCOc1ccc(N=C2Sc3nc4ccc(C)cc4cc3CN2CCOC)cc1
 : -0.6%	3%	-1.3	7%	i	-14%	-15%	16%	7%
Cc1sc2nc(SCC(=O)Nc3ccc(S(N)(=O)=O)cc3)[nH]c(=O)c2c1C
 : -0.2%	-2%	-1.2	-17%	i	-3%	-21%	-6%	-7%
CSc1ccc(CCNC(=O)c2ccc(-c3nc(COc4ccc(C)cc4)c(C)o3)cc2)cc1
 : 0.6%	nt	nt	4%	nt	-13%	17%	nt	nt
COc1ccc(-c2noc(CCC(=O)NC3CCCCCC3)n2)cc1OC
 : 4.7%	nt	0.3	nt	i	-14%	nt	1%	-4%

This is a subset. The share of hits here may be higher or lower than overall.
